# Screens (PubChem)
# SENP7 inh: SENP7 protease inhibition; recombinant SENP7, Z-RLRGG-aminoluciferin luminescence, 40 min; inhibition, % at 5 µM; actives 1.5% (n = 330,000);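 active = inhibition above about 50% at the single test dose, limit read from the data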;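 also: plate controls were DMSO with enzyme for no effect and no enzyme buffer wells for full effect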
# Target sequence (Q9BQF6 706-1050 limits assumed): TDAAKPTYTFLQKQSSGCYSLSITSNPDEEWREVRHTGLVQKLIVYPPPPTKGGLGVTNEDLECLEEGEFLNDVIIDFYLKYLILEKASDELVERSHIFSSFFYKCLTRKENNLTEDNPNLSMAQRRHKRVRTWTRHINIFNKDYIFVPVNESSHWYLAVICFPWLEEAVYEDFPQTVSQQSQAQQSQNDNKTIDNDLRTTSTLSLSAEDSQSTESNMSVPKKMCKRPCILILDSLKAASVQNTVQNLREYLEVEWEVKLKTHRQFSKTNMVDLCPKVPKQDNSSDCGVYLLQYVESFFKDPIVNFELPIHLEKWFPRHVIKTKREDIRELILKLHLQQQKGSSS
# HKDC1 inhibitor: inhibitors of human hexokinase HKDC1 | Q2TB90 | recombinant HKDC1, G6PDH/diaphorase resazurin coupled fluorescence | inhibition, % at 20 µM | actives 0.16% (n = 340,000) | AID 493160;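 active = inhibition above about 35% when tested at 20 µM, limit read from the data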;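 also: plate controls were DMSO wells with enzyme for no effect and DMSO wells lacking enzyme for full effect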
#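 Incubation: 90 min at room temperature in dark / Material: recombinant HKDC1 (HK5) hexokinase enzyme, produced in-house / Quantity: enzyme 5 µg/mL final / Compound: one dose of 20 µM, 1% DMSO / Reagent: glucose and ATP substrates / Buffer or medium: Tris pH 8.0 buffer with MgCl2, Tween-20, BSA, BME / Technique: resorufin fluorescence at 613 nm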
# 697 NFkB inh: inhibitors of the PMA/ionomycin-induced NF-kB reporter in 697 B cells. inhibition, % at 4 µM. actives 0.33% (n = 330,000). 697 B-cell NF-kB luciferase reporter, 16 h; in the data active = inhibition above about 35%
# Gli-Sufu block: blocks Gli-Sufu signaling in a luciferase reporter; Sufu-KO-LIGHT fibroblasts, Gli luciferase reporter luminescence; inhibition, % at 5 µM; actives 0.74% (n = 340,000); AID 588413;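 active = inhibition above about 55%, limit read from the data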;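 also: 0% = DMSO-treated cells and 100% = wells with medium but no cells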
# Apaf1 inhib: human Apaf-1 inhibition; O14727; reconstituted apoptosome caspase-3 activity, DEVD-Rh110 fluorescence; inhibition, % at 20 µM; AID 489030; actives 0.71% (n = 330,000); active = inhibition of at least 40% at 20 µM;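 also: plate controls were DMSO wells for no effect and DEVD-CHO caspase inhibitor wells for full effect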
#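 System: reconstituted apoptosome with Apaf-1, cytochrome c, caspase-9, procaspase-3, dATP; Signal: Rh110 fluorescence intensity; Schedule: 30 min compound preincubation, 50 min activation, room temperature; Reagent: cytochrome c trigger plus (Z-DEVD)2-Rh110 caspase-3 substrate.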
# SENP8 inh: blocks the human protease SENP8; purified SENP8, Z-RLRGG-aminoluciferin cleavage, luminescence; inhibition, % at 10 µM; actives 1.2% (n = 330,000)
# Target sequence (Q96LD8 whole entry, looked up): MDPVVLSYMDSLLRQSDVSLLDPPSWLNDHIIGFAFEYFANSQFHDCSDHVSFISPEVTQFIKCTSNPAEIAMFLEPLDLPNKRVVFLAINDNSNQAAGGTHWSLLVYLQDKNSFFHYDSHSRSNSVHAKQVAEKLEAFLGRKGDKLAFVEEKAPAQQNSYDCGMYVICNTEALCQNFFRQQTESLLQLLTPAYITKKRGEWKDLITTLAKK
# Jurkat NFkB inh: lowers PMA/ionomycin-induced NF-kB signal in Jurkat cells; PMA/ionomycin-induced NF-kB luciferase reporter, luminescence; inhibition, % at 4 µM; actives 0.53% (n = 330,000)
# UBC13 inh: inhibitors of human UBC13 polyubiquitin chain formation; P61088; actives 0.47% (n = 330,000); TR-FRET; inhibition, % at 20 µM; AID 485273; in the data active = inhibition above about 45%, passing the limit was not always enough; inconclusive = no clear call, values can overlap the other calls
# Target sequence (P61088 whole entry, looked up): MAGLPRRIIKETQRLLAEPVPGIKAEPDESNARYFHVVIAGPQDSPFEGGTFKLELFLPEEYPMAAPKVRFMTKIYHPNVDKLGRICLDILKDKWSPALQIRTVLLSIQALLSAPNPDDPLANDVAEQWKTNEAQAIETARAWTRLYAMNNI
# Numbers without * were called inactive; ? = inconclusive. Rule as the data show it, unless noted: active = inhibition above about 50%; inactive = the rest. Rows are unselected. Share with any hit: about 3.6%.
# Screens in order – SENP7 inh, HKDC1 inhibitor, 697 NFkB inh, Gli-Sufu block, Apaf1 inhib, SENP8 inh, Jurkat NFkB inh, UBC13 inh
1	COCCn1c(SCC(=O)N2CCCc3ccccc32)nnc1-c1ccoc1C
→ 5, 1, 8, 2, -6, 1, 7, 8
2	CC(CC(=O)N1CCN(S(=O)(=O)c2ccc([N+](=O)[O-])cc2)CC1)c1ccccc1 (centres undefined)
→ -4, 0, 17, -10, 3, 7, 5, -2
3	Cc1nc2scc(C)n2c(=O)c1S(=O)(=O)Nc1ccc(N2CCN(C(=O)C(C)C)CC2)cc1
→ -9, -3, -20, 17, 12, -2, -6, -15
4	COc1ccc(Cl)cc1C(=O)Nc1ccc2nc3n(c(=O)c2c1)CCCC3
→ -11, -10, 3, 28, 15, -11, -41, 23
5	COc1ccccc1/C=C1\SC(=S)N(CCC(=O)NC2=NCCS2)C1=O
→ 5, -2, 35*, -1, -5, -6, 0, 2
6	CCOc1cc(C2C3=C(CC(C)(C)CC3=O)N(CCOC)C3=C2C(=O)CC(C)(C)C3)ccc1O
→ -9, -3, 3, -2, -1, -6, 0, 2
7	CC12CCC(CC1=O)C2(C)C (centres undefined)
→ 6, -5, 7, -2, -5, 1, 2, -2
8	Cc1ccc(N(C)S(=O)(=O)c2nnc(NC(=O)c3ccco3)s2)cc1
→ 6, 8, -11, -6, 10, 3, -4, -18
9	C=CCN(Cc1nc(-c2cc(OC)ccc2OC)oc1C)C1CCS(=O)(=O)C1 (centres undefined)
→ -6, 8, -17, -4, 12, -20, -8, -1
10	O=C(CSc1cccc2cccnc12)Nc1ccccc1F
→ -2, -7, 12, 2, -8, -1, -3, 18
11	CN(CC(=O)NNC(=O)c1cccnc1)S(=O)(=O)c1cc(Cl)ccc1Cl
→ -10, -5, 24, 2, -9, 0, -7, 4
12	Cc1cc(S(=O)(=O)Nc2ccc3cn[nH]c3c2)c(C)cc1Cl
→ 9, 3, -1, 17, 14, -8, 9, 3
13	NCCc1nnc(SCc2ccccc2)o1
→ 2, -10, 17, 0, -3, 1, 5, 3
14	O=C(NC1CCCCCCC1)C1c2ccccc2C(=O)N1Cc1ccco1 (centres undefined)
→ -5, -13, 5, 6, 16, -3, -7, -12
15	CN(C)c1nc(Nc2ccc(Cl)c(Cl)c2)nc(N(C)C)n1
→ -4, -3, -2, 8, -12, -12, 7, 12
16	Nc1ccc(-c2nnnn2-c2ccc(N)cc2)cc1
→ -8, -5, -5, -2, -8, -9, 2, 6
17	O=C(Nc1ccccc1C(=O)O)c1cccc(S(=O)(=O)Nc2ccc(Br)cc2)c1
→ 0, 12, -32, 2, 6, 1, -1, -16
18	CC1(OC(=O)c2ccco2)C(=O)C=C2C=C(C3CC3)OC=C2C1=O (centres undefined)
→ 2, 17, 10, 1, 2, 5, 9, -34
19	CCn1c(CNC(=O)C23CC4CC(CC(C4)C2)C3)nnc1SC
→ -7, 1, -15, 0, -3, -9, -7, -7
20	O=C(NCCN1CCOCC1)[C@H](Cc1ccccc1)N1C(=O)c2ccccc2C1=O
→ 4, 2, -19, 5, 0, -10, -23, -5
21	CC(C)Cc1nc2sc3c(=O)[nH]cnc3c2c2c1CCC2
→ 1, -4, 3, -8, 9, -4, -2, ?
22	CCOc1ccc(C(=O)c2nc3c(n2O)CCCCC3)cc1
→ -6, -3, -52, -1, 14, 0, -26, -7
23	Cc1nn(-c2ccccc2)nc1C(=O)Nc1ccc2[nH]ncc2c1
→ -1, 0, -57, 10, 13, 3, -35, 12
24	COc1ccc(N2CCN(C(=O)c3oc4ccccc4c3NC(=O)CCc3cc(OC)no3)CC2)cc1
→ -5, -1, -6, 5, 12, 0, 13, 1
25	c1coc(CNc2nc3nonc3nc2NCc2ccco2)c1
→ -3, 5, -1, 10, 7, -1, 11, -11
26	O=C(CN1N=C(c2ccc(Cl)cc2)CCC1=O)NCCN1CCc2ccccc2C1
→ -6, -8, 11, 12, -4, -6, 10, 1
27	CC1(C)c2[nH]c3ccccc3c2C[C@H]2C(=O)N(Cc3ccc(F)cc3)C(=O)N21
→ -17, 2, 9, -1, 16, -8, 2, 6
28	CC[C@@]1(C(=O)OC)N[C@H](CN(C)C(=O)c2ccccc2)[C@@H]2C(=O)N(C)C(=O)[C@@H]21
→ -4, -5, 2, -4, -13, 8, 6, 10
29	COc1cccc(CN2c3ccc(Br)cc3C(=O)CS2(=O)=O)c1
→ 6, 7, 13, -4, 14, 0, 5, -12
30	O=C(/C=C/c1ccco1)NC(=S)Nc1ccccc1
→ 9, -2, -47, -2, 9, -5, -4, -19

# Some of the entries above, reformatted.
nr | Molecule | SENP7 inh | HKDC1 inhibitor | 697 NFkB inh | Gli-Sufu block | Apaf1 inhib | SENP8 inh | Jurkat NFkB inh | UBC13 inh
18 | CC1(OC(=O)c2ccco2)C(=O)C=C2C=C(C3CC3)OC=C2C1=O (centres undefined) | 2 | 17 | 10 | 1 | 2 | 5 | 9 | -34
19 | CCn1c(CNC(=O)C23CC4CC(CC(C4)C2)C3)nnc1SC | -7 | 1 | -15 | 0 | -3 | -9 | -7 | -7
23 | Cc1nn(-c2ccccc2)nc1C(=O)Nc1ccc2[nH]ncc2c1 | -1 | 0 | -57 | 10 | 13 | 3 | -35 | 12

# Seven records picked at random from those above, as already listed:
# Screens in order – SENP7 inh, HKDC1 inhibitor, 697 NFkB inh, Gli-Sufu block, Apaf1 inhib, SENP8 inh, Jurkat NFkB inh, UBC13 inh
24	COc1ccc(N2CCN(C(=O)c3oc4ccccc4c3NC(=O)CCc3cc(OC)no3)CC2)cc1
→ -5, -1, -6, 5, 12, 0, 13, 1
17	O=C(Nc1ccccc1C(=O)O)c1cccc(S(=O)(=O)Nc2ccc(Br)cc2)c1
→ 0, 12, -32, 2, 6, 1, -1, -16
29	COc1cccc(CN2c3ccc(Br)cc3C(=O)CS2(=O)=O)c1
→ 6, 7, 13, -4, 14, 0, 5, -12
18	CC1(OC(=O)c2ccco2)C(=O)C=C2C=C(C3CC3)OC=C2C1=O (centres undefined)
→ 2, 17, 10, 1, 2, 5, 9, -34
21	CC(C)Cc1nc2sc3c(=O)[nH]cnc3c2c2c1CCC2
→ 1, -4, 3, -8, 9, -4, -2, ?
27	CC1(C)c2[nH]c3ccccc3c2C[C@H]2C(=O)N(Cc3ccc(F)cc3)C(=O)N21
→ -17, 2, 9, -1, 16, -8, 2, 6
30	O=C(/C=C/c1ccco1)NC(=S)Nc1ccccc1
→ 9, -2, -47, -2, 9, -5, -4, -19

# 697 NFkB inh, what is marked active above
no. | SMILES | SENP7 inh | HKDC1 inhibitor | 697 NFkB inh | SENP8 inh | Jurkat NFkB inh | UBC13 inh
5 | COc1ccccc1/C=C1\SC(=S)N(CCC(=O)NC2=NCCS2)C1=O | 5 | -2 | 35* | -6 | 0 | 2

# (more compounds)
# Screens in order – SENP7 inh, HKDC1 inhibitor, 697 NFkB inh, Gli-Sufu block, Apaf1 inhib, SENP8 inh, Jurkat NFkB inh, UBC13 inh
31	FC(F)Oc1ccccc1C1CC(c2ccc(Br)s2)Nc2ncnn21 (centres undefined)
→ 0, 6, 0, 8, 12, -10, 3, -2
32	Cc1nn(-c2ccccc2)c(Cl)c1/C=C(\CC(=O)O)c1nc2ccccc2s1
→ 4, 5, -1, 6, 1, -5, -1, -18
33	Cc1cccc(C)c1NC(=O)Cn1cc(C=O)c2ccccc21
→ -4, -3, -20, 17, -251, -7, 12, 7
34	O=C(CNC(=O)c1ccc(=O)[nH]c1)Nc1ccc(F)c(F)c1
→ -4, -8, 11, -35, 0, 2, -5, -1
35	CC(C)C[C@H](NC(=O)C1CCC(CNC(=O)[C@@H]2CCCN2C(=O)OC(C)(C)C)CC1)C(=O)O (some centres undefined)
→ -2, 0, 5, -9, -1, 7, 4, -2
36	CN(CC(=O)Nc1ccc(Cl)c(S(=O)(=O)N2CCOCC2)c1)C(=O)c1cccs1
→ 3, -4, 17, 6, 2, 4, 5, -21
37	O=S(=O)(c1cc(O)ccc1O)c1cccc2c(S(=O)(=O)c3cc(O)ccc3O)cccc12
→ 0, 31, 11, -10, -16, 8, -2, -12
38	O=C(Cn1c(NCCCO)nc2ccccc21)c1ccco1
→ 3, -4, 6, 3, -7, 11, 19, 1
39	Cc1ccc(/C(=N\O)c2oc3c(C)c4oc(=O)cc(C)c4cc3c2C)cc1
→ -8, 7, -38, 5, 24, -3, -8, -3
40	O=C(C1CCCN(Cc2nc(-c3cccs3)no2)C1)N1CCOCC1 (centres undefined)
→ 9, -7, -9, 15, -13, -8, -1, -8
41	Cc1n[nH]c(=O)c2c(NC(=O)CSc3ccccc3Cl)oc(C)c12
→ -7, 1, 15, 1, 3, -6, -7, -8
42	COc1cc(/C=N/NC(=O)CNc2n[nH]c(=O)[nH]c2=O)ccc1O
→ 4, 11, 11, 0, 4, 3, 3, 1
43	O=C(COc1ccc(S(=O)(=O)NC2CCCC2)cc1)N1CCCCC1
→ 1, 5, 12, 0, -4, 2, 2, 4
44	Cc1ccc(CNC(=O)C2CC(=O)N(C3CCCC3)C2)cc1 (centres undefined)
→ 9, 8, 5, 7, -2, 1, -8, -2
45	COc1ccc(CNC(=O)CN(C(=O)c2snc(C(N)=O)c2N)c2cccc(F)c2)cc1
→ -2, -5, 0, -20, -2, 3, 7, 8
46	COc1ccccc1NC(=S)NC(=O)Cc1ccccc1
→ -5, -4, -15, 6, 10, -13, -6, -3
47	CC1C(=O)Nc2ccc(S(=O)(=O)NCc3ccc(Cl)cc3)cc2NC1=O (centres undefined)
→ -10, -1, -17, -16, 13, -13, 3, 2
48	Cc1ccc(/C=N/n2c(-c3ccc(Cl)cc3)n[nH]c2=S)o1
→ -3, 2, -3, 17, -16, 2, 9, -8
49	Cc1ccc(OCc2nnc(SCC(=O)O)n2N)cc1
→ 1, -15, -18, 5, 3, 1, -13, -2
50	O=C(COc1ccc(S(=O)(=O)N2CCOCC2)cc1Cl)N1CCOCC1
→ 3, -5, -1, -12, 4, -1, -1, 5
51	O=C(O)c1nc(-c2ccccc2)n(-c2ccccc2)n1
→ 2, 11, 5, 5, -3, 4, 6, 0
52	CCS(=O)(=O)N1CCN(c2ccc(C(=O)NC34CC5CC(CC(C5)C3)C4)cc2[N+](=O)[O-])CC1
→ -9, -4, -9, 19, 22, -15, 2, -15
53	O=S1(=O)N=C(Nc2ccc(O)cc2)c2ccccc21
→ -5, -6, 7, -2, -10, 0, -1, 2
54	COc1ccc(-c2cc(C(F)F)n3ncc(C(=O)N4CCCc5ccccc54)c3n2)cc1
→ -4, -2, -2, 13, 9, 11, 8, 6
55	NC(=O)CSc1nnc(-c2ccc(S(=O)(=O)N3CCCC3)cc2)n1CC1CCCO1 (centres undefined)
→ 9, 6, 8, -2, -3, 4, -10, -2
56	Cc1ccccc1-n1sc2cc(F)ccc2c1=O
→ -42, 4, -1, 1, 1, -12, -10, -12
57	FC(F)Sc1ccc(-n2c(-c3ccc(Cl)cc3)c[n+]3c2CCC3)cc1
→ 8, -7, -6, 53, 3, -2, -12, 2
58	Cc1ccc(C)c(-n2nnnc2Sc2nnnn2-c2ccccc2)c1
→ 3, 47*, 35*, 8, 5, -2, 43, 8
59	Cc1ncc([N+](=O)[O-])n1CC(C)O (centres undefined)
→ 3, -2, 11, 1, 1, -6, -3, 2
60	COc1ccccc1N1CCN(C(=O)c2cc3c(=O)n(C)c4ccccc4c3n2C)CC1
→ -9, -5, -36, -8, 8, -6, -6, 2
61	Cc1ccc(S(=O)(=O)N2CCN(C(=O)CCCN3C(=O)NC4(CCCC4)C3=O)CC2)cc1C
→ 1, -5, -2, 2, 3, 3, 4, 6
62	N#Cc1cccnc1N1CCN(C(=O)COCC(=O)O)CC1
→ -3, -4, 14, 4, -11, 10, 15, 6
63	O=S(=O)(c1ccc(Br)s1)N1CCN(Cc2ccc3c(c2)OCO3)CC1
→ -4, -6, 11, 2, 4, -1, -27, 9
64	CC1=C(C(=O)OCCNC(=O)c2ccccc2O)C(c2ccccc2[N+](=O)[O-])C(C(=O)OCC2CCCO2)=C(C)N1 (centres undefined)
→ -11, 4, 4, 26, 10, 0, 13, 10
